Compound activity deposited in PubChem by National Center for Advancing Translational Sciences (NCATS).
AmpC inh no detg – AmpC beta-lactamase inhibition without detergent. Potency, µM (top dose mostly 57.1 µM), for inactives: top-dose activity change, negative = inhibition, usual class: inhibitors. AmpC nitrocefin hydrolysis, absorbance 480 nm, 0.0001% Triton. P00811. 330,000 compounds, 0.52% hits. AID 485341;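 note: potency is the fitted concentration of half-maximal effect; plate controls were no compound for no effect and no enzyme for full effect; nearly all actives have a fitted effect of over 20% in size; some results filed as inactive show a strong effect at the top dose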
Target sequence (P00811 whole entry, looked up): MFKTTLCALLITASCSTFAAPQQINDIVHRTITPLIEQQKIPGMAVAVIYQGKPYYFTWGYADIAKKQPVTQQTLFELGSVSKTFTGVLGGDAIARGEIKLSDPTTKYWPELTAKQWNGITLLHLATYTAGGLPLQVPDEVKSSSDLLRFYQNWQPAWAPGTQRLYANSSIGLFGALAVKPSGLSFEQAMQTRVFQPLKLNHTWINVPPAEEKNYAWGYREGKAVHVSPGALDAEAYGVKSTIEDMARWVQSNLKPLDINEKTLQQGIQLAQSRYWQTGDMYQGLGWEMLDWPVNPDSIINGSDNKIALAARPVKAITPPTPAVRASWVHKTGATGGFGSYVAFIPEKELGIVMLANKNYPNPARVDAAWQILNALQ
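AmpC (5.3 nM in the dispensed reagent) in 20 mM phosphate pH 7.0 with 0.01% (detergent screen) or 0.0001% Triton X-100 was preincubated with compounds for 15 min at room temperature. Nitrocefin was then added from an 800 uM solution, and hydrolysis was followed at 480 nm.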
HCMV inh – human cytomegalovirus inhibition; HFF cells, HCMV-luciferase reporter, 72 h; active compounds read low; activity change, negative = inhibition, % at 57.5 µM; 410,000 compounds, 4.5% hits; in the data active = activity change below about -60%; inconclusive = no clear call, values can overlap the other calls; inactive = above about -39%
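Inhibition of viral replication was scored as loss of reporter luminescence in HFFs infected with HCMV-luciferase (MOI 1 PFU/cell) for 72 h; compounds tested at 2 doses, normalized to buffer and Salinomycin controls.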
HCV inhibitor – inhibitors of hepatitis C virus infection. Potency, µM (highest dose often 41.8 µM), for inactives: top-dose activity change, negative = inhibition, hits mostly inhibitors. 340,000 compounds, 3.4% hits. Huh7.5.1 HCVcc-Cre infection, luciferase reporter, 44 h; note: potency is the fitted concentration of half-maximal effect
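After 44 h co-culture of compound, cells and HCVcc-Cre (~0.5 moi), substrate is added for 15 min at room temperature and luciferase measured over 15 sec. Cells were seeded at 1,000/well and pre-cultured 4 h.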
Tb PYK inh – inhibitors of Trypanosoma brucei pyruvate kinase; Q57TT1; AID 624173; Potency, µM (titrated, usually from 76.8 µM), for the others: at the highest dose activity, negative = inhibition, most hits filed as inhibitors; 410,000 compounds, 0.12% hits; TbPYK enzyme, Kinase-Glo Plus ATP luminescence, 45 min; note: potency is the fitted concentration of half-maximal effect; nearly all actives have a fitted effect of over 50% in size
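In this concentration-response screen, enzyme-free wells defined baseline while DMSO plates tracked drift. Each reaction combined TbPYK, substrate, compound and 130 uM ADP for 45 min at room temperature. Kinase-Glo Plus luminescence gave the signal.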
AMA1 RON2 block – disrupts binding of P. falciparum AMA1 to RON2. Potency, µM (titrated, usually from 58.2 µM), without a hit: at the highest dose activity change, negative = inhibition, usual class: inhibitors. AlphaScreen AMA1-biotinylated RON2 peptide binding. 360,000 compounds, 0.2% hits;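 note: potency is the fitted concentration of half-maximal effect; 0% = vehicle wells and -100% = peptide control; nearly all actives have a fitted effect of over 45% in size; some results filed as inactive show a strong effect at the top dose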
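AMA1 (3D7) with his tag at 25 nM final met compounds first, then biotinylated RON2 peptide at 25 nM; detection used donor plus acceptor beads, 10 µg/mL apiece, read by AlphaScreen after 30 min at room temperature.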
LmPK inhibitor – inhibitors of Leishmania mexicana pyruvate kinase; Potency, µM (series often up to 57.5 µM), without a hit: at the top dose activity change, negative = inhibition, actives largely listed as inhibitors; purified LmPK, Kinase-Glo ATP luminescence, 1 h; 290,000 compounds, 0.37% hits; Q27686; note: potency is the fitted concentration of half-maximal effect
Target sequence (Q27686 whole entry, looked up): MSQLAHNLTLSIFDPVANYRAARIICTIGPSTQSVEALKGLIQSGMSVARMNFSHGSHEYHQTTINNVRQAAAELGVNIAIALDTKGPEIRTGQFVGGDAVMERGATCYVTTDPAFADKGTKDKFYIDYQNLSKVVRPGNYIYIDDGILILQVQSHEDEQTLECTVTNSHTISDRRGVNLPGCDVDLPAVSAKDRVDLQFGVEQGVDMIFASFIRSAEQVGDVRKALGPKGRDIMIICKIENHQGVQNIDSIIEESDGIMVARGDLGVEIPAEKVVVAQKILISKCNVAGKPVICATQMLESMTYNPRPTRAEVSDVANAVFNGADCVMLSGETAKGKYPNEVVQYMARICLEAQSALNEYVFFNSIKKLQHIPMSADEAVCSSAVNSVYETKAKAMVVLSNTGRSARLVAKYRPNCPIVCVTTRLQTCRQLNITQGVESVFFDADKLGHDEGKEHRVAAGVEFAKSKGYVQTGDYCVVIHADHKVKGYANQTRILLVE
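Screened at intermediate enzyme activity to detect both inhibitors and activators: LmPK at 0.1 nM, with a 0.5 nM enzyme column as activation reference. PEP 0.5 mM, ADP 0.1 mM; ATP detected by luminescence after 1 h.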
AmpC inh detg – blocks E. coli AmpC beta-lactamase in detergent assay; P00811; AmpC hydrolysis of nitrocefin, absorbance 480 nm, 0.01% Triton; Potency, µM (doses to about 114 µM), inactives show at the top dose activity change, negative = inhibition, most hits filed as inhibitors; 370,000 compounds, 0.041% hits;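 note: potency is the fitted concentration of half-maximal effect; 0% = no-compound wells and -100% = no-enzyme wells; nearly all actives have a fitted effect of over 25% in size; some results filed as inactive show a strong effect at the top dose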
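AmpC (5.3 nM in the dispensed reagent) in 20 mM phosphate pH 7.0 with 0.01% (detergent screen) or 0.0001% Triton X-100 was preincubated with compounds for 15 min at room temperature. Nitrocefin was then added from an 800 uM solution, and hydrolysis was followed at 480 nm.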
The depositor's hits bear a star; ? = inconclusive; / = no result given; & = joins results of further samples; [ ] = remark or other dose. Unless noted, calls come from the whole dose curve; as a rule, active = well fitted curve in the direction sought with a large enough effect; inconclusive = small, poorly fitted or top-dose-only effect, or another doubt; inactive = no such curve, though single readings can be large; an effect the other way counts as inactive or inconclusive. Unless noted, % is set by controls: 0 for no effect and ±100 for the full control effect.

Every second line gives: LmPK inhibitor | HCV inhibitor | Tb PYK inh | AmpC inh no detg | AmpC inh detg | AMA1 RON2 block | HCMV inh
1) CCCCC(CC)CN1C(=O)/C(=C/c2ccncc2)SC1=S (stereo not drawn)
 : 3% | 14% | -9% | -12% | -9% | -4% | ?
2) O=C1c2ccccc2-c2ccc(C(=O)N3CCCCC3)cc21
 : -6% | 13% | 3% | 29% | -3% | -10% | 10
3) O=C(CSc1nnc(CNC(=O)c2cccs2)o1)Nc1ccc(Cl)cc1
 : -12% | 8% | -5% | -17% | -7% | -3% | -30
4) O=C(CCn1c(=O)oc2ccccc21)NCCC1=CCCCC1
 : 6% | 27% | 8% | 17% | 0% | -4% | -16
5) COc1cccc(NC(=O)CSc2ncnc3c2oc2ccccc23)c1
 : 1% | 10% | 1% | -14% | -13% | 0% | 14
6) COc1cc2c(cc1OC)C(c1ccc(Cl)cc1)CC(=O)N2 (stereo not drawn)
 : 0% | -1% | 0% | 11% | -9% | -2% | 4
7) CCc1ccc(C(=O)CN2CCSC2=N)cc1
 : -9% | -13% | -3% | -13% | -3% | -21% | 21
8) CCn1c(CC(=O)Nc2ccc(F)cc2)nnc1SCC(=O)Nc1nncs1
 : -2% | 12% | -13% | -15% | 5% | 7% | 12
9) O=C(NCC(c1cccnc1)N1CCc2ccccc21)c1cccc(C(F)(F)F)c1 (stereo not drawn)
 : / | / | 2% | / | -9% | / | -37
10) CC(C)=CCCC1=CCC(/C(C)=N/NC(N)=O)CC1 (stereo not drawn)
 : 1% | 15% | 0% | 37% | 0% | 7% | 7
11) COc1ccc(/C=N/NC(=O)CSc2ccccn2)cc1OC
 : -2% | 1% | -1% | -6% | -3% | -6% | 50
12) CCOC(=O)c1cnc2c(ccc3ccccc32)c1NCCN(C)C
 : 10% | -26% | -2% | 33% | -5% | 15% | -4
13) CN(C1CC(C)(C)N(O)C(C)(C)C1)S(=O)(=O)CC12CCC(CC1=O)C2(C)C (stereo not drawn)
 : -1% | 15% | -17% | 4% | -13% | 13% | 14
14) CCN(CC)S(=O)(=O)c1cccc(C(=O)N/N=C2\CC(=O)CC(C)(C)C2)c1
 : 9% | 1% | 2% | -35% | 0% | 70%[activator] | 2
15) O=C1NC(=S)NC(=O)C1=Cc1ccc2c(c1)CCN2CCCCl
 : -8% | 7% | ? | -41% | ? | -25% | /
16) Cc1ccc(-c2cc(C(=O)NCC3CCCO3)c3ccccc3n2)cc1C (stereo not drawn)
 : -2% | 19% | -3% | 66%[activator] | -12% | -3% | -3
17) COc1ccccc1N1CCN(C(=O)c2oc3c(c2C)C(=O)CC(C)(C)C3)CC1
 : -1% | -3% | 1% | 118%[activator] | 3% | -7% | -40
18) CC(C)(CN1CCN(Cc2ccccc2)CC1)NS(=O)(=O)c1ccccc1
 : 0% | -12% | -7% | 3% | 0% | 10% | -3
19) C=CCNS(=O)(=O)c1sccc1/C=N/O
 : -3% | 19% | -8% | 135%[activator] | -12% | 3% | 14
20) Nc1nonc1-n1nnc(C(=O)N/N=C/c2cccc(Cl)c2Cl)c1CN1CCCC1
 : 3% | ? | -8% | -26% | 3% | 8% | -61*
21) CCN1CCN(CC(=O)Nc2cc(S(=O)(=O)N3CCCCC3)ccc2Cl)CC1
 : / | -10% | 18% | 65%[activator] | / | -26% | 7
22) CCOc1cc(C2NC(=O)c3ccccc3O2)ccc1OC(C)C (stereo not drawn)
 : 0% | -5% | -2% | -14% | -15% | 1% | 29
23) COc1ccc(NC(=O)Cn2c(=O)cc(C)c3c(C)nn(C)c32)cc1
 : / | / | -5% | / | 4% | / | ?
24) CCC(CC)CN1CCC(CN2C(=S)NC[C@@H]2CC(C)C)CC1
 : / | 6% | -5% | / | / | -5% | -2
25) CC(C)(C)c1ccc(/C=C2\Oc3c(ccc(O)c3CN3CCN(CCO)CC3)C2=O)cc1
 : -2% | 0% | -2% | 138%[activator] | 4% | 2% | ?
26) CCOc1cccc(CNCCO)c1OCc1ccc(Cl)cc1Cl
 : -1% | ? | 2% | 32% | ? | 9% | ?
27) CCN1C(=NCC(C)C)N[C@@H](CCc2ccccc2)[C@H](C(=O)NCC(C)C)[C@H]1C
 : -11%&1% | 10% | -5% | 4%&3% | ? | 5% | /
28) CN(CC(=O)NC1CCCCC1)S(=O)(=O)c1cccc2nsnc12
 : -6% | 9% | -16% | -2% | -18% | 5% | 26
29) COc1cc(Cl)c(CN2CCCC(CO)(Cc3cccc(Cl)c3)C2)cc1OC (stereo not drawn)
 : -3% | ? | 4% | 120%[activator] | -17% | -3% | -30
30) Cc1cccc2sc(N(CCCN(C)C)C(=O)c3sc4ccccc4c3Cl)nc12
 : 1% | ? | 2% | 68%[activator] | 1% | ? | -19
31) Cc1cc(C)cc(NC(=O)CN(C)S(=O)(=O)c2ccc3[nH]c4c(c3c2)CCCC4)c1
 : / | / | 1% | / | 19% | / | -23
32) CC(=O)c1sc(NCc2ccc(C)cc2)nc1C
 : -2% | -15% | 0% | -19% | -9% | 0% | 7
33) O=c1[nH]c2cc3c(cc2cc1CN(Cc1cccnc1)Cc1nnnn1Cc1ccco1)OCCO3
 : 1% | -4% | 0% | 3% | ? | -9% | 17
34) CCCS(=O)(=O)c1cnc(C2COc3ccccc3O2)nc1N (stereo not drawn)
 : ? | 5% | ? | -9% | 5% | 15% | -88*
35) CSc1nc2c(c(=O)[nH]1)C(c1ccc(Br)cc1)CC(=O)N2 (stereo not drawn)
 : 1% | 12% | 1% | -14% | 1% | 2% | -31
36) Cc1ccc2scc(N3CCN(C)CC3)c(=O)c2c1
 : / | / | 0% | / | ? | / | 36
37) COc1ccc(CN2CCC(c3nc4ccc(Cl)cc4[nH]3)CC2)cc1
 : 6% | ? | 2% | -14% | 8% | 0% | -29
38) COc1ccc(N2CCN(C(=O)Cn3nnc(-c4ccc(OC)c(OC)c4)n3)CC2)cc1
 : 1% | ? | 1% | -2% | ? | 27% | -22
39) CCc1ccccc1NC(=O)c1ccc2nc(CCc3ccccc3)oc2c1
 : / | / | -4% | / | 14% | / | 30
40) CC(C(=O)Nc1ccc2c(c1)OCCO2)c1ccc([N+](=O)[O-])cc1 (stereo not drawn)
 : -2% | -21% | -7% | -22% | -10% | -3% | 42
41) COc1ccc(OCc2cc(C(=O)N(C)CC3CCCCO3)no2)c(Cl)c1 (stereo not drawn)
 : 0% | -26% | -6% | 57% | ? | 9% | ?
42) O=C(CSc1ncn[nH]1)Nc1ccc(S(=O)(=O)N2CCCC2)cc1
 : 20% | -3% | -2% | -18% | -5% | 9% | 0
43) CN1C(=O)c2ccc(NC(=O)C3CCCCC3)cc2C1=O
 : -4% | 14% | -2% | -13% | -10% | 4% | 32
44) O=C(O/N=C\c1ccc(N2CCCCC2)c([N+](=O)[O-])c1)c1c(F)cccc1F
 : 2% | -23% | 0% | -13% | -2% | ? | 3
45) Cc1cccc(C(=O)Nc2nnc(SCC(=O)NCc3ccco3)s2)c1
 : / | 1% | -1% | / | / | 0% | 58

2 entries from above, with each value named:
41) COc1ccc(OCc2cc(C(=O)N(C)CC3CCCCO3)no2)c(Cl)c1 (stereo not drawn)
  LmPK inhibitor: 0%
  HCV inhibitor: -26%
  Tb PYK inh: -6%
  AmpC inh no detg: 57%
  AmpC inh detg: ?
  AMA1 RON2 block: 9%
  HCMV inh: ?

36) Cc1ccc2scc(N3CCN(C)CC3)c(=O)c2c1
  LmPK inhibitor: /
  HCV inhibitor: /
  Tb PYK inh: 0%
  AmpC inh no detg: /
  AmpC inh detg: ?
  AMA1 RON2 block: /
  HCMV inh: 36

(continued)
Every second line gives: LmPK inhibitor | HCV inhibitor | Tb PYK inh | AmpC inh no detg | AmpC inh detg | AMA1 RON2 block | HCMV inh
46) CCC1(CC)NC(=O)N(CC(=O)OCC(=O)Nc2ccc(C(F)(F)F)cc2)C1=O
 : 2% | -21% | 2% | 20% | ? | 24% | 55
47) C=C(C)CNC(=S)NNC(=O)CCn1c2cc(Cl)ccc2c2ccc(Cl)cc21
 : 4% | -8% | -16% | -37% | -13% | 14% | -24
48) CCOC(=O)c1c(NC(=O)CNCC(O)CO)sc(C)c1C (stereo not drawn)
 : 2% | ? | -7% | 57% | 1% | 2% | 11
49) COc1ccc(OC)c(NC(=O)CN(c2ccc(C)cc2)S(=O)(=O)c2c(C)noc2C)c1
 : 2% | ? | -1% | 23% | 3% | -3% | 12
50) O=C(c1ccco1)N1CCN(C(=O)c2ccccc2OCc2ccccc2)CC1
 : / | 0% | 10% | 9% | / | -1% | -18
51) COc1ccc(Cc2nnc(N/N=C/c3ccc(C)o3)[nH]c2=O)cc1
 : 1% | -70% | 0% | -25% | 5% | 23% | -23
52) CCc1cc(=O)oc2c(C)c(OC(C)C(=O)N3CCC[C@@H]3C(=O)O)ccc12 (stereo partly drawn)
 : -11% | -3% | 3% | -18% | -6% | 15% | 4
53) CCOc1ccccc1NC(=O)c1cc2ccc3cccnc3c2[nH]1
 : / | / | 3% | / | -5% | / | 26
54) CCOc1ccc(N2C(=O)C(=O)/C(=C(/O)c3ccccc3)C2c2ccccc2[N+](=O)[O-])cc1 (stereo not drawn)
 : -3% | 13% | -3% | -40% | -2% | -4% | -73*
55) Cc1cc(C)nc(NC(=O)c2cccc([N+](=O)[O-])c2)c1
 : -10% | ? | -10% | -11% | -13% | 12% | -21
56) COC(=O)c1c(-c2ccccc2)noc1C
 : 2% | 19% | -7% | -10% | -13% | -3% | -76*
57) Cc1cccc(C(=O)N2CCCC(N3CCN(c4ccccc4F)CC3)C2)n1 (stereo not drawn)
 : -5% | 15% | -2% | 10% | 0% | 14% | ?
58) COc1cc(SC)ccc1C(=O)N(CC(=O)Nc1ccccc1Br)Cc1ccco1
 : / | -13% | -13% | -5% | -10% | ? | -24
59) O=C(O)CCCCCNCc1c(Cl)cccc1Cl
 : 0% | 4% | 10% | 0% | -13% | 7% | -38
60) Cc1ccc(CNC(=O)CSCc2nc(-c3ccc(Cl)cc3)oc2C)cc1
 : / | / | -2% | / | -1% | / | -5
61) Cc1cccc(N2CCN(C(=O)CCn3c(=O)[nH]c4ccsc4c3=O)CC2C)c1 (stereo not drawn)
 : -1% | -7% | 2% | 73%[activator] | 3% | 3% | -15

By substructure: the entries above containing a CF3 group.
Every second line gives: LmPK inhibitor | HCV inhibitor | Tb PYK inh | AmpC inh no detg | AmpC inh detg | AMA1 RON2 block | HCMV inh
9) O=C(NCC(c1cccnc1)N1CCc2ccccc21)c1cccc(C(F)(F)F)c1 (stereo not drawn)
 : / | / | 2% | / | -9% | / | -37
46) CCC1(CC)NC(=O)N(CC(=O)OCC(=O)Nc2ccc(C(F)(F)F)cc2)C1=O
 : 2% | -21% | 2% | 20% | ? | 24% | 55
